High-throughput results (PubChem BioAssay)
PAFAH1B3 inh – PAFAH1B3 enzyme inhibitors, primary screen, biochemical, fluorescence polarization, human. inhibition, % at 3.39 µM. AID 492972, 2010. actives 0.28% (n = 340,000). recombinant PAFAH1B3, FP-rhodamine probe;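 active means inhibition above the screen-wide average of all tested compounds plus 3 SD, cut at about 25% in these data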;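 further: 0% = enzyme with DMSO only and 100% = wells lacking PAFAH1B3 protein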
PAFAH1B2 inh – PAFAH1B2 enzyme inhibitors, primary screen, biochemical, fluorescence polarization, human. recombinant PAFAH1B2, FP-rhodamine activity probe. actives 1.2% (n = 340,000). inhibition, % at 3.39 µM;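 active means inhibition above the mean of all tested compounds plus 3 SD, cut at about 24% in these data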;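 further: 0% = enzyme with DMSO and 100% = wells lacking PAFAH1B2; many of its hits are not listed in these tables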
pPAFAH FP inh – pPAFAH enzyme inhibitors, primary screen, biochemical, fluorescence polarization, human. AID 463082, 2010. inhibition, % at 3.39 µM. recombinant pPAFAH, FP-rhodamine probe fluorescence polarization. actives 1.5% (n = 330,000). Platelet-activating factor acetylhydrolase (Homo sapiens), Q13093;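 active means inhibition above the mean inhibition across the screen plus 3 SD, cut at about 25% in these data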;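 further: inhibitors block binding of the rhodamine activity-based probe so polarization drops; 0% = enzyme with DMSO and 100% = wells lacking pPAFAH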
Target sequence (Q13093 whole entry, looked up): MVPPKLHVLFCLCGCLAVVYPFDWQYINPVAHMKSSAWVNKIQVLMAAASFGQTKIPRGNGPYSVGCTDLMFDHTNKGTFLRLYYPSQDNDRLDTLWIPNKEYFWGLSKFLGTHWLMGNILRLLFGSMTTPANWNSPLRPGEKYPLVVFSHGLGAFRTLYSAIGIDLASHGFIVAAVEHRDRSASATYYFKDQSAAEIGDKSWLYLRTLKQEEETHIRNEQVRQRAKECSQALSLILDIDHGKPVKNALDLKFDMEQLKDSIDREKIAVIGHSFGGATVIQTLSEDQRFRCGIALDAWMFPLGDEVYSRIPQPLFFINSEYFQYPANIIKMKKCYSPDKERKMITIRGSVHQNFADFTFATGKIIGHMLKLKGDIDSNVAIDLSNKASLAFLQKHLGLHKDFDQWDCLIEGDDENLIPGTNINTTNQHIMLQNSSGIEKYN
LYPLA1 inh – LYPLA1 inhibitors, primary screen, counter-screen for PME1 inhibitor project, biochemical, fluorescence polarization, FP-Rh probe ABPP | Acyl-protein thioesterase 1 (Homo sapiens), O75608 | recombinant LYPLA1 | AID 2174, 2009 | actives 0.16% (n = 320,000) | inhibition, % at 5.9 µM;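 active means inhibition above the mean of all tested compounds plus 3 SD, set per campaign, cut at about 14% in these data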;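 further: inhibitors block serine hydrolase probe labeling of LYPLA1 so polarization falls; 0% = enzyme with DMSO and 100% = wells lacking LYPLA1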
PME-1 inh – PME-1 inhibitors via competitive probe labeling, primary screen, biochemical, fluorescence polarization, FP-Rh probe, HTS | AID 2130, 2009 | actives 0.53% (n = 320,000) | Protein phosphatase methylesterase 1 (Homo sapiens), Q9Y570 | recombinant PME-1 | inhibition, % at 5.9 µM;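 active means inhibition above the campaign mean of all compounds plus 3 SD, cut at about 26% in these data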;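 further: competitive labeling of PME-1 active site by serine hydrolase directed probe; 0% = PME-1 with DMSO and 100% = wells lacking PME-1 enzyme; inhibitors block probe labeling so polarization falls and inhibition rises; many of its hits are not listed in these tables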
GSTO1 counter – inhibitors of recombinant GSTO1, primary screen, counter-screen for RBBP9 inhibitor project, biochemical, fluorescence polarization. Glutathione S-transferase omega-1 (Homo sapiens), P78417. inhibition, % at 5.96 µM. activity-based probe fluorescence polarization. actives 1.1% (n = 300,000);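 active means inhibition above the campaign mean inhibition plus 3 SD, cut at about 35% in these data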;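 further: 0% = GSTO1-1 with DMSO and 100% = wells lacking GSTO1-1 enzyme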
PAD4 inh – human PAD4 inhibitors, primary screen, biochemical, fluorescence polarization, 1536-well format; recombinant PAD4, RCA probe fluorescence polarization; AID 485272, 2010; Protein-arginine deiminase type-4 (Homo sapiens), Q9UM07; actives 0.41% (n = 330,000); inhibition, % at 6.36 µM;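 active means percent inhibition above a cutoff equal to the mean of all tested compounds plus 3 SD, cut at about 15% in these data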;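 further: 0% = PAD4 with RCA probe and DMSO and 100% = probe without PAD4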
Target sequence (Q9UM07 whole entry, looked up): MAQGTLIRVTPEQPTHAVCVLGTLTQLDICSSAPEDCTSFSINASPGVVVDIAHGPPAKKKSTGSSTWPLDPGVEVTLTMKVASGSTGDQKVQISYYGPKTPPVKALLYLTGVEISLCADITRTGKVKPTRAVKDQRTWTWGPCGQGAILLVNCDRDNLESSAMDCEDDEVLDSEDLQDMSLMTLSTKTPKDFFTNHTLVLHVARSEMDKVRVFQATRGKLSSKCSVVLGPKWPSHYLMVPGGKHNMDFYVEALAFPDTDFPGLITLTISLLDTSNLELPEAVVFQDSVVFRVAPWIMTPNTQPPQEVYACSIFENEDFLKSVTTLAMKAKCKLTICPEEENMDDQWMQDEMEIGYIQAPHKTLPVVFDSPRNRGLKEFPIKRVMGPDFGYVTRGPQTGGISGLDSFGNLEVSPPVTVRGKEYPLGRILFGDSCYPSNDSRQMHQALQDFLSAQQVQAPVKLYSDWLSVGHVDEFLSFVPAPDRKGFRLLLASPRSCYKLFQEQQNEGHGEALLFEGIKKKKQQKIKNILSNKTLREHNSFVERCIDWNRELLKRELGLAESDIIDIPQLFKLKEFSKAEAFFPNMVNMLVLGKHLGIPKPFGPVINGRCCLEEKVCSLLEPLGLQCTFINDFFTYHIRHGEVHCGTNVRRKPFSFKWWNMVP
Fam108B inh – mouse Fam108B serine hydrolase inhibitors, primary screen, counter-screen for RBBP9 inhibitor project, biochemical, fluorescence polarization | recombinant Fam108B, FP-Rh probe fluorescence polarization | inhibition, % at 9.51 µM | actives 0.33% (n = 300,000) | AID 1947, 2009;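 active means inhibition above the screen mean inhibition plus 3 SD, computed separately per campaign, cut at about 18% in these data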;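 further: inhibitors lower polarization as less probe binds the enzyme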
PAFAH2 inh – PAFAH2 enzyme inhibitors, primary screen, biochemical, fluorescence polarization, human. Platelet-activating factor acetylhydrolase 2, cytoplasmic (Homo sapiens), Q99487. recombinant PAFAH2, FP-rhodamine activity probe. inhibition, % at 3.39 µM. actives 0.99% (n = 340,000). AID 492956, 2010;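 active means inhibition above the mean over all tested compounds plus 3 SD, cut at about 30% in these data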;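 further: inhibitors block probe labeling of enzyme so polarization drops; 0% = enzyme with DMSO and 100% = wells lacking PAFAH2 protein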
* marks the source's active call; other numbers are inactive results; · = not tested or not shown. Only part of the results is shown. The share of hits here may be higher or lower than overall.

SMILES | PAFAH1B3 inh | PAFAH1B2 inh | pPAFAH FP inh | LYPLA1 inh | PME-1 inh | GSTO1 counter | PAD4 inh | Fam108B inh | PAFAH2 inh
CCCN1C(=O)CC(=O)N=C1SCC(=O)Nc1ccccc1F | 8.7 | 6.5 | 5.9 | · | · | · | 2.2 | · | 1.0
c1ccc(-c2nn3c(Cn4nnc5ccccc54)nnc3s2)cc1 | 5.5 | -2.6 | -0.1 | 0.6 | 5.2 | 5.7 | 3.1 | 0.0 | 1.1
COc1cc(C=O)ccc1OS(=O)(=O)c1ccccc1[N+](=O)[O-] | -5.9 | 1.2 | 3.9 | -4.6 | 0.8 | 8.0 | 2.9 | 1.8 | 8.2
CCCCOc1ccc(Br)cc1/C(C)=N/NC1=NCCN1 | 3.6 | 4.9 | 7.8 | 2.1 | -8.8 | 3.0 | -2.2 | -1.1 | -3.3
C=CCc1ccc(O)c(-c2ccc(O)c(CC=C)c2)c1 | 6.1 | 16.6 | 6.9 | -6.6 | 0.9 | -6.6 | 4.2 | -1.7 | 6.0
Cc1cccc(NC(=O)[C@H](NC(=O)[C@@H]2Cc3ccccc3CN2)c2ccccc2)c1 | -4.0 | 0.6 | 6.7 | 0.2 | 5.0 | -2.4 | 0.1 | -3.4 | -1.8
Cc1ccccc1Cn1nnc(-c2ccc(F)cc2)n1 | 0.4 | 6.2 | 7.3 | 3.0 | 6.8 | 0.0 | -5.6 | 2.9 | 8.1
CCOC(=O)c1c(C)[nH]c(C(=O)COc2ccc3ccc(=O)oc3c2)c1C | 0.8 | -0.1 | 2.4 | · | · | · | -0.6 | · | -7.1
Cc1cc(NNC(=O)c2ccccc2)nc(NNC(=O)c2ccccc2)n1 | -2.2 | 4.3 | -1.0 | -2.0 | -2.3 | 0.8 | -0.9 | 2.1 | 1.4
Cc1ccc(NC(=O)Nc2nnc(-c3ccccc3F)s2)cc1 | -1.3 | -2.9 | -2.2 | -1.1 | -14.0 | -4.2 | -5.2 | -0.8 | -13.1
CC(NC(=O)c1ccc(C(F)(F)F)cc1)C(c1ccccc1)N1CCOCC1 (centres undefined) | -3.6 | -2.2 | 1.5 | -1.0 | 1.3 | 4.3 | -3.2 | 3.0 | 4.7
Nc1cnccc1C(=O)O | 27.9* | 13.2 | 17.6 | 8.1 | 5.7 | 7.7 | 12.3 | 8.4 | 16.1

PAFAH1B3 inh, hit marks shown above.
| Structure | PAFAH1B3 inh | PAFAH1B2 inh | pPAFAH FP inh | PME-1 inh | PAD4 inh | PAFAH2 inh |
| --- | --- | --- | --- | --- | --- | --- |
| Nc1cnccc1C(=O)O | 27.9* | 13.2 | 17.6 | 5.7 | 12.3 | 16.1 |

(further entries)
SMILES | PAFAH1B3 inh | PAFAH1B2 inh | pPAFAH FP inh | LYPLA1 inh | PME-1 inh | GSTO1 counter | PAD4 inh | Fam108B inh | PAFAH2 inh
CCOC(=O)c1cc(-c2csc(COc3ccccc3Cl)n2)on1 | 3.7 | 0.3 | 5.3 | -2.4 | 4.0 | 0.6 | -1.0 | -1.2 | -3.3
O=C(NCc1ccco1)NC(=O)c1csc([N+](=O)[O-])c1 | -0.5 | -5.5 | 1.9 | 0.5 | 7.7 | -6.3 | -4.2 | 0.8 | 1.4
CC(C)C(=O)Nc1cc(-c2nc3ncccc3o2)ccc1Cl | 17.0 | 5.1 | 2.1 | -3.5 | -1.3 | -3.3 | 2.4 | -3.8 | 8.7
CCOC(=O)CN(C(=O)CNC(=O)c1cccs1)C(C(=O)NC1CCCC1)c1cccnc1 (centres undefined) | 5.9 | 1.1 | 6.8 | 1.5 | -1.7 | -1.4 | 1.2 | -5.5 | 0.2
O=C1C2C3c4ccccc4C(c4ccccc43)C2C(=O)N1c1cccnc1 (centres undefined) | 15.0 | -3.7 | -1.6 | -5.0 | -4.5 | -5.5 | 4.2 | -2.4 | 5.5
O=C(Nc1ccn(Cc2ccc(Cl)cc2)n1)c1ccc2c(c1)OCO2 | 2.5 | 2.2 | 4.0 | -4.1 | 0.9 | 0.7 | -2.1 | -4.3 | 9.9
COc1ccc(-n2c(=O)[nH]c3cc(C(=O)NCCc4ccc(Cl)cc4)ccc3c2=O)cc1OC | -1.9 | 0.0 | 1.9 | -7.7 | -13.4 | 1.2 | 2.1 | -11.3 | -5.0
Cc1c(Cl)c([N+](=O)[O-])nn1CCCC(=O)Nc1sc2c(c1C(N)=O)CCC(C)C2 (centres undefined) | 6.8 | 0.6 | -1.6 | 1.1 | -0.1 | 4.0 | -3.5 | -0.6 | -8.5
O=S(=O)(c1ccc2ccccc2c1)N(CC(O)COCc1ccco1)c1ccccc1 (centres undefined) | 6.2 | 1.6 | 11.0 | -1.3 | 4.5 | -0.8 | -1.8 | -3.7 | -4.8
CC(=O)c1ccc(OC(C)C(=O)NC2CCCCC2C)cc1 (centres undefined) | 2.4 | 1.5 | 0.1 | 0.4 | -1.7 | · | -3.0 | · | -1.4
CN(NC(=O)CN1C(=O)c2ccccc2C1=O)C1=NS(=O)(=O)c2ccccc21 | 2.2 | -0.1 | 3.8 | -0.9 | -4.5 | 3.7 | -2.6 | 4.2 | -4.6
COC(=O)/C=C1\S/C(=N/NC(=O)c2ccccc2)NC1=O | 1.7 | 2.3 | 0.6 | 3.3 | 1.8 | 4.5 | -2.5 | 5.5 | -4.8
CCC(C)NS(=O)(=O)c1ccc(NS(C)(=O)=O)cc1 (centres undefined) | 5.0 | -2.8 | 0.2 | 0.5 | 0.7 | -3.4 | -5.2 | -0.3 | -6.9
Cc1ccc(C2C(C(=O)O)c3ccccc3C(=O)N2C)o1 (centres undefined) | -4.5 | -2.5 | -1.6 | 3.1 | -0.3 | -0.1 | -5.0 | 2.0 | 3.7
S=c1[nH]nc(-c2ccco2)n1/N=C/c1ccc(Br)s1 | 5.0 | 10.5 | 23.7 | 7.1 | 11.1 | 8.9 | 1.4 | 1.6 | 10.8
O=C(Cc1ccccc1)Nc1ccccc1C(=O)Nc1ccc(C(=O)O)cc1 | 5.3 | 1.6 | 4.2 | 0.7 | -1.1 | -1.7 | -2.0 | 1.7 | 6.7
COc1ccc(C2/C=C\CN(C(=O)C3CCCC3)CC(=O)N2Cc2ccc(F)cc2)cc1 (centres undefined) | 6.0 | -0.4 | 4.1 | -3.3 | -7.1 | -5.7 | -7.1 | 6.6 | -10.5
COc1ccc(NC(=O)N2CCCC2C(=O)Nc2ccc(C)cc2C)cc1 (centres undefined) | 16.3 | 7.6 | -0.5 | -4.3 | -7.4 | 6.5 | -2.5 | 0.6 | 8.1
COc1ccc(-c2nnn(CC(=O)NCCc3ccc(OC)c(OC)c3)n2)cc1 | 7.2 | 0.1 | 2.7 | 3.0 | 2.1 | 3.9 | -5.2 | -1.7 | -8.8
O=C(N[C@H]1C/C=C\C[C@H](CC(=O)N(CCO)Cc2ccccc2)C(=O)NC[C@H](c2ccccc2)OC1=O)OCC1c2ccccc2-c2ccccc21 | 7.6 | 1.3 | 5.5 | · | · | · | -1.1 | · | 8.1
CC(C)(C)Cc1nnc(NC(=O)c2ccc([N+](=O)[O-])cc2)s1 | 2.3 | -2.8 | 0.0 | -3.5 | 7.5 | 32.3 | -0.7 | -4.0 | -1.6
C=CCOC(=O)C1=C[C@@H](c2ccccc2)[C@H](CCCO)[C@@H](OCC)O1 | 5.7 | 2.5 | 5.0 | 2.3 | -3.8 | -1.1 | -0.3 | 1.1 | -3.9
CC(=O)Nc1ccc(S(=O)(=O)N2CCN=C2SCc2cccnc2)cc1 | -0.7 | -4.4 | 1.8 | 0.7 | 7.5 | 2.4 | 3.2 | 5.6 | -5.1
O=C(CC1C(=O)NCCN1Cc1ccc(-c2ccccc2)cc1)NCCOc1cccnc1 (centres undefined) | 6.6 | 3.6 | 13.3 | 0.5 | -2.9 | 1.8 | -3.6 | 0.6 | 12.1
CN(CC(=O)Nc1ccc(Cl)c(S(=O)(=O)N2CCOCC2)c1)C(=O)c1cccs1 | -12.0 | 0.0 | -1.0 | -3.3 | -4.9 | · | -4.4 | · | -4.6
Cc1ccc(-c2nc3cc(C)ccc3o2)cc1 | 0.6 | 2.1 | 0.6 | 0.1 | -0.3 | -0.2 | -1.2 | -9.8 | 5.2
Cc1ccc(C(=O)COC(=O)c2cc(Cl)nc3ccccc23)cc1C | 3.4 | 3.2 | -2.9 | -1.5 | -3.0 | 3.3 | -1.7 | -1.6 | -8.6
COC(CNC(=O)c1ccc2nc3ccccc3c(=O)n2c1)OC | 5.0 | 3.4 | -2.6 | -0.7 | -7.7 | 10.1 | 0.1 | -4.5 | 0.0
Cc1nc(N2CCCCC2)sc1C(=O)c1ccc(SCCO)c([N+](=O)[O-])c1 | 5.6 | 1.9 | 27.2* | -2.4 | 6.2 | 0.6 | 0.7 | 1.3 | 1.4
Cc1cc(NC(=O)CSc2nnc(CNC(=O)c3cccc(C(F)(F)F)c3)o2)no1 | -1.7 | 23.8 | -1.7 | 0.4 | 2.4 | 2.5 | -0.9 | -0.7 | -1.1
CCn1ccc(C(=O)NC2CCCC2)n1 | 13.2 | -5.2 | -2.3 | -0.9 | 1.5 | 5.1 | 0.9 | -0.8 | 3.4
CN(CCOc1ccccc1)CCOc1ccccc1 | 2.8 | 8.0 | -5.5 | 2.9 | -5.0 | 10.1 | 5.4 | -0.7 | 4.1
Cc1ccc(SCCNC(=O)c2ccc(C)c([N+](=O)[O-])c2)cc1 | 4.7 | 21.9 | 5.1 | -0.7 | -1.3 | 3.9 | 2.2 | 1.2 | 0.7
CC1(C)NC(=O)N(CC(O)Cn2nnc3ccccc32)C1=O (centres undefined) | 14.3 | 3.5 | 1.6 | -0.8 | 1.5 | 11.6 | 2.0 | 15.1 | -1.4
CCOc1cc(/C=C(\C#N)C(=O)NCc2cccnc2)ccc1O | 2.2 | 3.0 | 3.8 | -0.5 | 2.2 | -0.8 | -0.9 | -0.7 | 4.6
CCCCn1c(=O)c(CC(C)=O)nc2ccccc21 | 4.9 | 1.8 | 0.5 | -1.4 | 0.2 | -2.1 | -7.0 | 2.8 | -4.5
O=C(c1ccco1)N1CCN(C(c2ccc(F)cc2)c2nnnn2Cc2cccs2)CC1 (centres undefined) | -0.2 | 8.6 | -3.9 | -2.9 | -1.5 | -10.2 | -4.5 | -1.6 | 3.6
COc1ccc(Nc2ccc(S(=O)(=O)N3CCCCC3)cc2[N+](=O)[O-])cc1Cl | 4.7 | -1.7 | 5.8 | 0.4 | 5.6 | 4.4 | 3.9 | 2.5 | 1.0
